A549 viability: A549 cytotoxicity, counter-screen for Nrf2 inhibitors. Potency, µM (doses to about 46 µM), inactives show at the top dose activity change, negative = cytotoxicity, hits mostly inhibitors. hit rate 0.16% among 390,000. A549 ARE-Fluc cells, CellTiter-Fluor viability, 18-24 h; note: potency is the fitted concentration of half-maximal effect; % is set by controls: 0 for no effect and ±100 for the full control effect
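A549 ARE_Fluc cells in 5% FBS OPTI-MEM were exposed to compounds in concentration-response for 18-24 h at 37 deg C. Viability was read by CellTiter-Fluor fluorescence (Ex 405/Em 525) after 30 min, before the luciferase read.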
Mm-Cpn inhibitor: M. maripaludis TRiC chaperonin inhibition; hit rate 0.031% among 330,000; AID 504842; Potency, µM (doses to about 76.9 µM), inactives show at the top dose activity, negative = inhibition, hits mostly inhibitors; purified Mm-Cpn ATPase, ADP Transcreener TR-FRET; note: potency is the fitted concentration of half-maximal effect; % is set by controls: 0 for no effect and ±100 for the full control effect; nearly all actives have a fitted effect of over 80% in size
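25 nM Mm-CPN + cpd, 10 min 37°C; + 10 uM ATP, 30 min 37°C; buffer 30 mM Tris pH 7.4, 100 mM KCl, 5 mM MgCl2, 1 mM DTT; Transcreener ADP HTRF detection 30 min RT.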
CCT chaperon mod: changes cytosolic chaperonin activity; purified chaperonin ATPase assay, HTRF ADP detection, 30 min; activity change, % (test concentration not listed), hits read low; hit rate 0.3% among 360,000; AID 651819; in the data active = activity change below about -30%; note: % is set by controls: 0 for no effect and ±100 for the full control effect
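We incubate TRiC, 40 or 20 nM final, with library compounds at 76 uM and 10 uM ATP for 30 min at 37 °C. ADP formed is detected with Transcreener HTRF reagents after 30 min at room temperature.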
pAkt inh: Akt phosphorylation inhibition. hit rate 0.32% among 360,000. Neuro2A IGF-stimulated pAkt S473 HTRF, 20 min; active compounds read low. activity change, % for hits at 50 µM; in the data active = activity change below about -80%; inconclusive = mostly about -51% to -80%; note: % is set by controls: 0 for no effect and ±100 for the full control effect
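Single-point screen (50 µM final compound) in Neuro2A cells stimulated 20 min with 6 nM IGF at 37 deg C. After lysis, Ser473-phosphorylated Akt read by HTRF (ex 330 nm, em 615/665 nm) as the 665/615 ratio.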
Nrf2 activator: activates Nrf2 signaling | hit rate 0.31% among 410,000 | AID 624171 | Potency, µM (top dose mostly 46.1 µM), for the others: at the highest dose activation, actives largely listed as activators | AREc32 ARE-luciferase reporter (MCF7-derived line), luminescence, 24 h; note: potency is the fitted concentration of half-maximal effect; % of control where 0% means no effect; nearly all actives have a fitted effect of over 65% in size
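For detection, Steady-Glo was added and plates sat 30 min at RT; before that, AREc32_Fluc cells grown overnight in OPTI-MEM/5% FBS had been treated with 23 nL compound for 24 hr at 37 deg C.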
TGFb SMAD3 inh: blocks TGF-b signaling. HepG2 CAGA-GFP TGF-b/SMAD3 reporter, GFP fluorescence, 18 h; TGF-beta stimulated, 500 pg/mL final. Potency, µM (doses to about 46.1 µM), inactives show at the top dose activity, negative = inhibition, hits mostly inhibitors. hit rate 1.2% among 410,000. AID 588855; note: potency is the fitted concentration of half-maximal effect; % is set by controls: 0 for no effect and ±100 for the full control effect; nearly all actives have a fitted effect of over 65% in size
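HEPG2 CAGA-GFP, 1000 cells/well; 2 h settle, 37 C; cpd via pin tool; TGF-b 500 pg/mL final; 18 h, 37 C; GFP imaging ex488/em500-530; %Activity normalised to -TGF-b and +DMSO controls; CRC fit, curve class.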
Abeta rescue: A-beta toxicity reversal in yeast; yeast expressing A-beta42, growth rescue, OD600, 48 h; response scale: 0% DMSO, 100% iron-clioquinol control; Potency, µM (titrated, usually from 46.1 µM), for the others: top-dose growth rescue, usual class: activators; hit rate 0.063% among 410,000; note: potency is the fitted concentration of half-maximal effect; nearly all actives have a fitted effect of over 55% in size
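Yeast growth medium received pinned compounds, then yeast cells expressing toxic A-beta were added; plates incubated at 30 C for 48 hr. Growth read as absorbance at 600 nm, normalized to DMSO and equimolar FeCl3 plus clioquinol controls.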
Nrf2 inh: inhibitors of Nrf2 signaling | A549 ARE-Fluc reporter, luciferase luminescence, 18-24 h | Potency, µM (doses to about 46 µM), without a hit: at the highest dose activity change, negative = inhibition, usual class: inhibitors | hit rate 2.1% among 360,000 | AID 504444; note: potency is the fitted concentration of half-maximal effect; % is set by controls: 0 for no effect and ±100 for the full control effect; nearly all actives have a fitted effect of over 60% in size
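Nrf2 function is reported as luminescence of an ARE-controlled luciferase in A549 cells. Compounds were tested at several concentrations, and a CellTiter-Fluor read on the same wells flagged cytotoxicity.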
HepG2 tox: kills HepG2 cells in TGF-b inhibitor counter-screen. HepG2 CAGA-GFP viability, ATP luminescence, 18 h. Potency, µM (series often up to 46.1 µM), for the others: at the highest dose activity change, negative = cytotoxicity, usual class: cytotoxic. hit rate 0.76% among 410,000. AID 588856; note: potency is the fitted concentration of half-maximal effect; some results filed as inactive show a strong effect at the top dose
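HepG2 CAGA-GFP cells (1000/well, DMEM with 1% FBS) received compound, then TGF-beta at 500 pg/mL final, and were incubated 18 hours at 37 degrees C. Viability was read by CellTiter-Glo luminescence. Media-only wells were set as complete cell-killing and DMSO as no toxicity.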
Active calls of the source: *; i = inactive; ? = inconclusive; . = no result given; [ ] = another dose, or the depositor's remark. Unless noted, calls come from the whole dose curve; as a rule, active = well fitted curve in the direction sought with a large enough effect; inconclusive = small, poorly fitted or top-dose-only effect, or another doubt; inactive = no such curve, though single readings can be large; an effect the other way counts as inactive or inconclusive. Rows were taken by chance, and some 4.3% of all compounds hit somewhere here.

SMILES	A549 viability	Mm-Cpn inhibitor	CCT chaperon mod	pAkt inh	Nrf2 activator	TGFb SMAD3 inh	Abeta rescue	Nrf2 inh	HepG2 tox
COCCNC(=S)Nc1cc(S(=O)(=O)N2CCOCC2)ccc1N1CCCCC1	6.4%	-0.8%	1.6	i	-0.3%	-2.3%	-3.2%	-5.9%	-21.7%
Cc1ccc(-c2nc3cccc(C)n3c2Nc2ccc3c(c2)OCO3)o1	?	.	.	.	?	?	-20.5%	?	-32.7%
CN(C)c1ccc(NC(=O)COC(=O)CNC(=O)c2cccs2)cc1	-2.0%	-5.3%	0.1	i	-0.2%	6.9%	-3.8%	0.2%	-7.8%
COc1ccc(CNC(=O)c2ccc3c(c2)NC(=O)C(CS(=O)(=O)Cc2ccccc2Cl)N3)cc1 (stereo not drawn)	9.4%	.	.	.	0.7%	-0.5%	-7.6%	?	0.3%
CCCS(=O)(=O)NC(=O)C1(C)CCN(C(=O)c2ccc(C(F)(F)F)nc2C)C1 (stereo not drawn)	.	.	-1.7	i	0.8%	-0.4%	-8.9%	.	1.9%
COc1ccc(NC(=O)C2CC(c3cc(OC)c(OC)c(OC)c3)=NO2)cc1OC (stereo not drawn)	4.4%	-0.2%	-0.1	.	0.8%	10.1%	-4.8%	.	-1.6%
CCOC(=O)c1nnc(-c2ccccc2)[nH]c1=O	-2.1%	-1.2%	1.2	i	-0.1%	6.6%	-0.7%	11.1%	4.3%
CCCCC(c1nnnn1CCOC)N1CCN(c2cccc(OC)c2)CC1 (stereo not drawn)	-7.1%	-2.5%	-4.7	i	-0.4%	1.2%	4.1%	6.5%	4.8%
CC1Cc2ccccc2N1Cc1cccc([N+](=O)[O-])c1 (stereo not drawn)	5.7%	0.4%	-0.7	i	0.2%	-0.9%	-3.4%	9.7%	4.6%
CCOc1ccccc1N1CCN(C(=S)NCc2ccc(Cl)cc2)CC1	-5.7%	-0.1%	-9.7	i	3.6%	?	24.5%	-26.8%	-45.4%
Cc1cc(CNCc2c(C(=O)N3CCCCCCC3)nc3ccc(Cl)cn23)nn1C	-5.1%	1.2%	0.9	i	-0.6%	-3.2%	3.2%	9.0%	-19.0%
O=C(O)C1CCCCC1C(=O)Nc1ccccn1 (stereo not drawn)	-3.0%	1.2%	-0.7	i	0.1%	-13.0%	19.7%	6.2%	-18.1%
O=C(O)c1cc(O)ccc1-c1ccc(O)cc1	-6.9%	-8.2%	-0.2	i	-0.7%	3.6%	-4.3%	0.2%	1.3%
CC1CCN(CC(O)COCCC23CC4CC(CC(C4)C2)C3)CC1 (stereo not drawn)	?	2.0%	-8.3	i	-0.3%	-18.7%	-0.1%	11.7%	-31.4%
CCc1ccccc1NC(=O)Nc1ccc2snnc2c1	-0.8%	.	.	.	-0.5%	?	-7.5%	-26.0%	-38.3%
CCC(=O)NCCc1c[nH]c2ccccc12	0.6%	.	-1.8	i	-0.2%	-8.3%	26.1%	20.7%	-0.6%
CCOC(=O)c1[nH]c2ccc(OC)cc2c1NC(=O)CN1CCc2ccccc2C1	?	-1.9%	-1.5	i	5.1%	3.9%	12.4%	?	-34.9%
COC(=O)[C@]1(C)N[C@H](CN(C)S(=O)(=O)c2ccc(F)cc2)[C@@H]2C(=O)N(Cc3ccccc3)C(=O)[C@@H]21	-4.9%	-0.8%	-1.7	i	-0.9%	-6.4%	10.1%	13.1%	6.0%
Clc1ccc(Cl)c(OCc2cc(-c3ccccc3Cl)on2)c1	-7.0%	-2.8%	1.6	i	0.3%	2.5%	-5.4%	23.8%	6.7%
CCOc1ccc(CC(=O)NCc2cn3c(C)csc3n2)cc1	4.3%	-7.0%	-1.1	i	-0.2%	-4.9%	6.5%	11.3%	-1.5%
COc1ccc(C2/C=C\CN(C(=O)C3CCCC3)[C@H](Cc3ccccc3)C(=O)N2Cc2ccc(F)cc2)cc1 (stereo partly drawn)	-15.1%	-0.4%	-3.4	i	0.5%	?	-6.1%	?	-7.7%
CCOc1nc(OCC)nc(N2CCC(C)CC2)n1	-1.3%	0.5%	-1.0	i	0.0%	6.4%	-1.0%	2.2%	-10.4%
C/C(N)=C(/C#N)C(=O)COC(=O)CNS(=O)(=O)c1ccc(C)cc1	1.7%	2.1%	-2.2	i	-0.3%	-0.9%	-15.8%	-6.3%	-5.3%
COc1ccc(CC(=O)NNS(=O)(=O)c2cccc([N+](=O)[O-])c2)cc1OC	-4.6%	-0.4%	0.3	i	-0.5%	6.4%	-2.0%	-21.2%	17.3%
CC(=O)c1c(C)n(-c2ccccc2)c2ccc(O)cc12	-14.6%	4.5%	2.3	i	0.5%	0.6%	-3.5%	-21.0%	1.1%

Next records
SMILES	A549 viability	Mm-Cpn inhibitor	CCT chaperon mod	pAkt inh	Nrf2 activator	TGFb SMAD3 inh	Abeta rescue	Nrf2 inh	HepG2 tox
CC(C)(C)c1ccc(OC(=O)Nc2ccc(O)c(C(=O)O)c2)cc1	7.0%	-4.4%	-0.2	i	0.3%	-11.9%	-15.0%	?	-1.9%
CC(C)(C)c1ccc(C2CC2C(=O)N/N=C\c2ccc[nH]2)cc1 (stereo not drawn)	5.8µM*	1.0%	4.2	i	-0.3%[9.22 µM]	?	19.5%	1.64µM*	-16.6%
CCc1ccccc1N1C(=O)C2CC=CCC2C1=O (stereo not drawn)	3.0%	?	0.3	i	-0.7%	-1.0%	9.4%	?	4.1%
COCCNS(=O)(=O)c1ccc2c(c1)C(=O)c1cc(S(=O)(=O)NCCOC)ccc1-2	-4.4%	-2.6%	-7.5	.	0.0%	0.0%	-4.5%	0.1%	-81.1%
Cc1cccc2c1-c1sc(C(=O)Nc3cccnc3)cc1CO2	-4.4%	-1.3%	0.8	i	5.3%	2.6%	5.8%	?	-5.7%
Fc1ccc(-c2[nH]ncc2CN(CC2CCC2)CC2CCCO2)c(F)c1 (stereo not drawn)	-2.3%	-0.1%	1.2	i	2.5%	-1.2%	15.1%	5.4%	-15.8%
Oc1nc(Nc2cccc(Cl)c2)sc1/C=C1\C=Nc2ccccc21	?	1.0%	2.8	i	3.4%	?	13.2%	-23.8%	-67.7%
COc1ccc(S(=O)(=O)N(C)C[C@@H]2OCc3cnnn3CCCC(=O)N([C@H](C)CO)C[C@@H]2C)cc1	.	.	-0.5	i	0.2%	5.3%	0.0%	.	-35.9%
Cn1cccc1Cc1nnc(SCC(=O)NC2CCCC2)n1CCc1ccccc1	-1.2%	-0.9%	-1.9	i	2.0%	-3.4%	-0.1%	13.6%	-6.1%
CCSc1nnc(NC(=O)CSc2nnc(C)c(=O)n2N)s1	-7.3%	0.8%	0.0	i	-0.5%	?	16.3%	-2.0%	-12.2%
CC1CCN(CC(=O)Nc2cc(C(F)(F)F)ccc2Cl)CC1	-5.3%	-0.4%	-2.5	i	-0.7%	0.0%	0.1%	14.2%	13.1%
COc1ccc(NC(=O)N2CCN(c3cc(-c4noc(C)n4)ccc3C)CC2)c(OC)c1	0.0%	.	.	.	1.5%	-26.3%	-9.3%	.	-22.0%
COc1ccc(C(C(=O)NC(C)(C)C)N(CCc2ccc(OC)c(OC)c2)C(=O)CCC(=O)Nc2cc(C)on2)cc1 (stereo not drawn)	-8.5%	4.0%	-0.2	i	-0.6%	5.5%	3.0%	-27.4%	-22.7%
NC(N)=NS(=O)(=O)c1ccc(NC(=S)NC(=O)Cc2ccc(Cl)cc2)cc1	-12.5%	-15.2%	-1.2	i	0.0%	-10.3%	-3.3%	-6.7%	-15.7%
CCCn1nc(NC(=O)CC(C)C)c2cc3ccccc3nc21	13.6%	-7.2%	-2.5	i	-0.7%	-4.7%	-4.5%	17.5%	-11.2%

Grouped by structure, the entries above with a Cl atom
SMILES	A549 viability	Mm-Cpn inhibitor	CCT chaperon mod	pAkt inh	Nrf2 activator	TGFb SMAD3 inh	Abeta rescue	Nrf2 inh	HepG2 tox
COc1ccc(CNC(=O)c2ccc3c(c2)NC(=O)C(CS(=O)(=O)Cc2ccccc2Cl)N3)cc1 (stereo not drawn)	9.4%	.	.	.	0.7%	-0.5%	-7.6%	?	0.3%
CCOc1ccccc1N1CCN(C(=S)NCc2ccc(Cl)cc2)CC1	-5.7%	-0.1%	-9.7	i	3.6%	?	24.5%	-26.8%	-45.4%
Cc1cc(CNCc2c(C(=O)N3CCCCCCC3)nc3ccc(Cl)cn23)nn1C	-5.1%	1.2%	0.9	i	-0.6%	-3.2%	3.2%	9.0%	-19.0%
Clc1ccc(Cl)c(OCc2cc(-c3ccccc3Cl)on2)c1	-7.0%	-2.8%	1.6	i	0.3%	2.5%	-5.4%	23.8%	6.7%
Oc1nc(Nc2cccc(Cl)c2)sc1/C=C1\C=Nc2ccccc21	?	1.0%	2.8	i	3.4%	?	13.2%	-23.8%	-67.7%
CC1CCN(CC(=O)Nc2cc(C(F)(F)F)ccc2Cl)CC1	-5.3%	-0.4%	-2.5	i	-0.7%	0.0%	0.1%	14.2%	13.1%
NC(N)=NS(=O)(=O)c1ccc(NC(=S)NC(=O)Cc2ccc(Cl)cc2)cc1	-12.5%	-15.2%	-1.2	i	0.0%	-10.3%	-3.3%	-6.7%	-15.7%
